# PLAP inhibition: inhibition of human placental alkaline phosphatase – biochemical, luminescence, HTS (AID 690); purified PLAP, luminescent substrate; higher % means a stronger effect; one-dose inhibition, % at 20 µM; IC50 in µM for titrated hits; hit rate 0.08% among 96,000; in the data active = a potency from the dose series; inactive = the rest, 99 in 100 with inhibition below about 30%; also: strong numbers were not always called active
# MRP reversal: MRP-mediated drug resistance reversal; AID 602; H69AR cells + 2 uM doxorubicin, CellTiter-Glo, 72 h; hit rate 0.04% among 85,000; differential viability (reversal), % at 10 µM;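 active = viability drop by adding the cancer drug above about 55%, with treated viability meeting a 40% cutoff, limit read from the data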;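 also: viability without doxorubicin minus viability with 2 µM doxorubicin for each compound; larger differential means the compound sensitizes cells more to doxorubicin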
# Bcl-B TR3 displacers: displacers of TR3 peptide from Bcl-B, primary screen, selectivity assay for Bfl-1 inhibitor project, biochemical, fluorescence polarization | one-dose displacement, % at 20 µM; IC50 in µM for titrated hits | AID 748 | FP displacement of FITC-TR3 peptide from Bcl-B; higher % means a stronger effect | hit rate 0.11% among 96,000;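 active = displacement above 50% at 20 µM plus a fluorescence interference ratio under 1.5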;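 also: plate controls were wells without compound for no effect and wells lacking Bcl-B protein for full effect; a part of the inactive calls stands beside numbers as strong as those of hits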
# NFkB transloc pot: enhances IL-1B driven NFkB nuclear translocation; hit rate 0.3% among 94,000; AID 819; activation, % at 2 µM; HUVEC IL-1B NFkB p65 nuclear translocation imaging;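 active = activation above 40%, about the mean plus 3 SD, also judged a hit on visual image review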;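 also: percent activation is computed from the nuclear over cytoplasmic p65 intensity ratio; values of inactives mirror those of a sister screen read the other way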
# IL1B NFkB inh: blocks IL-1B driven NFkB nuclear translocation in HUVEC cells; HUVEC IL-1B NFkB p65 nuclear translocation imaging; inhibition, % at 2 µM; hit rate 0.43% among 94,000; AID 796;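 active = inhibition above about 30% together with a positive call from visual inspection of the well image, limit read from the data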;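 also: nuclear over cytoplasmic p65 intensity ratio measured by imaging; 0% = IL-1B stimulated DMSO wells and 100% = unstimulated DMSO wells; values of inactives mirror those of a sister screen read the other way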
# MRP reversal cytotoxicity: also measured in MRP reversal; calls as there; viability, %; H69AR cells, CellTiter-Glo, 72 h; measured here: cytotoxicity without doxorubicin
# MRP reversal with doxorubicin: second read-out of MRP reversal, no call of its own (marks repeat the call); viability, %; measured here: viability with 2 uM doxorubicin; hits give low values
# IL1B NFkB inh cell count 2 µM: further read-out of IL1B NFkB inh, marked with its call; cell count; measured here: cells passing quality filter;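 raw number of nuclei counted in each imaged well without normalization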
# NFkB transloc pot cell count 2 µM: further read-out of NFkB transloc pot, marked with its call; cell count; measured here: cells passing quality filter
# * marks the source's active call; other numbers are inactive results; . = no result given. Not all compounds are listed; the hit share may differ from the screen's.
SMILES,PLAP inhibition,MRP reversal,MRP reversal cytotoxicity,MRP reversal with doxorubicin,Bcl-B TR3 displacers,NFkB transloc pot,NFkB transloc pot cell count 2 µM,IL1B NFkB inh,IL1B NFkB inh cell count 2 µM
O=C(Nc1nnc(Cc2ccc(Cl)cc2)s1)c1cccs1,4%,.,.,.,-4%,12,131,-12,131
O=C(CN(c1ccc2c(c1)OCCO2)S(=O)(=O)c1ccccc1)NCC1CCCO1 (stereo unspecified),-78%,7,95,88,-14%,-9,107,9,107
COC(=O)c1ccc(-c2n[nH]c(=O)c3ccccc23)cc1,.,-1,86,88,.,2,104,-2,104
COC(=O)c1ccc(Cn2cnc3c(cnn3-c3ccc(C)c(C)c3)c2=O)o1,.,7,86,79,.,12,94,-12,94
Cc1ccc(NC(=O)CCC(=O)OCC(=O)c2ccc(-c3ccccc3)cc2)cc1,.,.,.,.,6%,-14,173,14,173
Nc1cccc(-c2nc3ccccc3[nH]2)c1,.,4,98,95,.,40,158,-40,158
COc1cc(Br)cc2cc(C(=O)N3CCCCC3C)c(=O)oc12 (stereo unspecified),7%,11,86,75,-5%,11,123,-11,123
CC(C)OC(=O)c1c(-c2ccc(C(C)C)cc2)csc1NC(=O)C1CCCO1 (stereo unspecified),10%,.,.,.,-6%,-2,93,2,93
Cc1ccc2[nH]c3c(N4CCN(Cc5ccccc5)CC4)ncnc3c2c1,-97%,-12,71,83,6%,.,.,.,.
O=C(NC1CCCC1)C(c1ccc(N2CCOCC2)cc1)N(Cc1ccco1)C(=O)c1ccco1 (stereo unspecified),-28%,16,70,54,6%,20,197,-20,197
CC(=O)c1cnc2c(-c3ccccc3)cnn2c1C,-12%,5,89,85,12%,-4,139,4,139
N=C(N)SCc1cccc2ccccc12,28%,.,.,.,-1%,-4,138,4,138
O=C(CCn1c(=O)[nH]c2ccsc2c1=O)N1CCc2ccccc2C1,-11%,-9,98,107,-11%,.,.,.,.
CCN1CCN(C(c2ccccc2OC)c2nnnn2C2CCCCC2)CC1 (stereo unspecified),-79%,-4,89,93,11%,0,74,0,74
COc1ccc(N=C2C(=O)Nc3c(C)cccc32)cc1,16%,-16,74,90,4%,22,44,-22,44
Cc1ccc(Nc2nc(N)nc(CSc3nc(C)cc(C)n3)n2)cc1,6%,-12,48,60,-6%,-29,53,29,53
CC(C)(C)NC(=O)COC(=O)c1snc(C(=O)NC2CCCCC2)c1N,-9%,14,90,75,-5%,12,181,-12,181
O/C(=C\Sc1nnc(Cc2ccccc2)o1)c1ccc(Br)cc1,-2%,7,96,89,-4%,-11,98,11,98
CCCCN(C(=O)c1ccc(Cl)cc1)C1CC2CCC(C1)N2C (stereo unspecified),16%,-41,36,76,6%,-16,104,16,104
NC(=O)CSc1nnc(-c2ccc(S(=O)(=O)N3CCOCC3)cc2)n1Cc1ccccc1,-41%,5,94,89,-8%,-9,75,9,75
CCc1nc(SCC(=O)Nc2nnc(CC)s2)c2c(C)c(C)sc2n1,2%,.,.,.,8%,-12,111,12,111
O=C(CSCC(=O)OCC(=O)c1ccc(Br)cc1)Nc1ccc(Br)cc1,3%,.,.,.,-6%,-2,87,2,87
NC(=O)CC(c1ccccc1)c1ccco1 (stereo unspecified),-2%,-6,93,99,3%,-4,140,4,140
CCC/C(O)=C1\C(=O)CCCC1=NC(C)C(=O)O (stereo unspecified),2%,-3,93,96,-1%,9,94,-9,94
O=c1[nH]c(NCCO)nc2c1C1(CCCCC1)Cc1ccccc1-2,16%,-35,55,90,-9%,-3,78,3,78
# Other entries.
SMILES,PLAP inhibition,MRP reversal,MRP reversal cytotoxicity,MRP reversal with doxorubicin,Bcl-B TR3 displacers,NFkB transloc pot,NFkB transloc pot cell count 2 µM,IL1B NFkB inh,IL1B NFkB inh cell count 2 µM
COc1ccc(-c2noc(CCCC(=O)O)n2)cc1,-24%,-31,71,102,-7%,.,.,.,.
CC(=O)Nc1sc2c(c1CN1CCN(C)CC1)CCCC2,7%,6,89,83,-2%,6,155,-6,155
COc1ccc2c(CC(=O)NCC3CCC(C(=O)O)CC3)cc(=O)oc2c1 (stereo unspecified),1%,19,109,90,-4%,-3,163,3,163
CC(=O)SC(C[N+](=O)[O-])c1cn(C(C)=O)c2ccccc12 (stereo unspecified),-6%,1,2,1,-16%,3,169,-3,169
Cc1ccc2cc(CN(Cc3cccs3)Cc3nnnn3CC3CCCO3)c(=O)[nH]c2c1C (stereo unspecified),6%,-23,60,84,-11%,6,124,-6,124
COc1ccc(Nc2nccc(OC)c2C#N)cc1,-12%,.,.,.,-9%,7,115,-7,115
c1ccc(-c2nnc3n2N=C(c2ccc4c(c2)OCO4)CS3)nc1,18%,-4,79,83,7%,6,168,-6,168
CCN1CCCC1CNC(=O)CSc1cc(=O)n(C)c2cc(Cl)ccc12 (stereo unspecified),-57%,15,99,84,11%,-12,153,12,153
CO/N=C/NC(=O)c1ccc([N+](=O)[O-])c(CS(=O)(=O)c2ccc(Cl)cc2)c1,11%,.,.,.,3%,10,214,-10,214
O=C(O)c1ccc(NS(=O)(=O)/C=C/c2ccccc2)cc1O,-28%,-19,96,114,4%,-1,89,1,89
O=C(CCN1C(=O)CSC1=O)Nc1ccc(Br)cc1,.,-8,94,102,.,-4,106,4,106
C1CCC(OCCN2CCN(CCOC3CCCCC3)CC2)CC1,-63%,7,86,78,-11%,17,102,-17,102
Cn1c(SCc2nc(-c3ccc(Br)cc3)no2)nnc1-c1ccco1,-16%,13,90,78,7%,16,180,-16,180
CCc1ccc(NC(=O)CCn2c(=O)oc3ccccc32)cc1,2%,-1,91,91,-31%,8,126,-8,126
COc1cc(C2CC(=O)c3cnc(NC(=O)COc4ccccc4)nc3C2)cc(OC)c1OC (stereo unspecified),-14%,1,75,74,-1%,-2,132,2,132
CN(Cc1ccccc1)S(=O)(=O)c1ccc(S(=O)(=O)N(Cc2ccc(F)cc2)C2CCCC2)cc1,29%,-10,32,42,2%,28,184,-28,184
CCOC(=O)CNC(=O)CSc1ncnc2c1cnn2Cc1ccccc1,-18%,8,97,89,-3%,2,175,-2,175
CCC(=O)NC(NCC1CCCO1)C(Cl)(Cl)Cl (stereo unspecified),5%,.,.,.,-6%,-4,138,4,138
O=C(NCc1ccco1)c1cnn2c1NC(c1ccc(Br)cc1)CC2C(F)(F)F (stereo unspecified),-42%,-5,96,101,-1%,8,141,-8,141
Cc1ccc2c(c1)-c1c(ssc1=S)C(C)(C)N2C(=O)CSc1nncn1C,-14%,-1,79,80,7%,25,193,-25,193
COc1ccc(OC)c(S(=O)(=O)N2CCN(C)CC2)c1,-19%,13,43,29,2%,.,.,.,.
Cc1ccc(C)c(SCC(=O)Nc2nnc(-c3ccccc3)o2)c1,1%,-6,73,79,-6%,-1,133,1,133
CCOc1ccc(C(=O)OCC(=O)Nc2cc(C)on2)cc1OCC,11%,8,92,84,-1%,-8,163,8,163
CCOC(=O)c1cc2sccc2n1CC(=O)OC,-9%,-5,77,82,-9%,16,86,-16,86
CN1CCN(C(=O)c2ccc(COc3ccc(Cl)cc3Cl)cc2)CC1,-55%,17,75,58,-9%,6,87,-6,87
# (further entries)
SMILES,PLAP inhibition,MRP reversal,MRP reversal cytotoxicity,MRP reversal with doxorubicin,Bcl-B TR3 displacers,NFkB transloc pot,NFkB transloc pot cell count 2 µM,IL1B NFkB inh,IL1B NFkB inh cell count 2 µM
Cn1c(=O)[nH]c(=O)c2c1nc(N1CCN(c3ccccc3)CC1)n2CCSc1ncccn1,0%,.,.,.,14%,-16,167,16,167
O=C(NNC(=S)Nc1cccc2ccccc12)c1cccc(Br)c1,-64%,17,60,43,-2%,21,169,-21,169
Cc1ccc(S(=O)(=O)N2CCOCC2)cc1C(=O)NCc1ccco1,6%,3,97,94,-2%,-8,181,8,181
COc1ccc(OC)c(C(=O)CSc2nnc(-c3cccs3)o2)c1,14%,13,92,79,0%,10,159,-10,159
CC(=O)c1cnc(Nc2nc(C)c3ccccc3n2)nc1C,10%,8,89,81,-6%,0,129,0,129
COc1ccc(-c2cc(OC(=O)c3ccc(F)cc3)c3c(C)oc(C)c3c(=O)c2)cc1,-26%,.,.,.,-5%,-1,126,0,126
CCCSc1oc(-c2ccco2)nc1S(=O)(=O)c1ccccc1,-17%,11,92,81,-1%,0,112,0,112
CCc1ccc(N=CC2=C(O)CC(c3ccco3)CC2=O)cc1 (stereo unspecified),8%,4,95,91,-3%,22,154,-22,154
Cc1ccc(C)c(N2CCN(C(c3ccc(N(C)C)cc3)c3nnnn3C(C)(C)C)CC2)c1 (stereo unspecified),.,2,101,99,.,1,94,-1,94
O=P1(O)C=C(c2ccccc2)NC(c2ccccc2)=C1,15%,.,.,.,0%,-6,108,6,108
O=C1c2ccncc2C(=O)N1CO,0%,8,92,84,13%,17,118,-17,118
CSc1nc2ccccc2n1CC(=O)Nc1ccccc1,2%,10,84,74,0%,35,155,-36,155
Cc1ccc(-c2noc(CNCCCN(C)C)n2)cc1,-62%,.,.,.,-6%,-2,75,2,75
CCC(=O)OCCn1c(=O)c2cc3c(=O)n(CCOC(=O)CC)c(=O)c3cc2c1=O,-25%,6,102,95,-2%,-2,129,2,129
CC1(C)SC2c3ccccc3C(=O)N2[C@@H]1C(=O)NCc1ccco1 (stereo partly specified),-44%,19,106,87,0%,2,97,-2,97
N#CC(C(=O)NCc1ccco1)c1nc2ccccc2nc1N1CCOCC1 (stereo unspecified),-43%,-21,61,82,98%,4,207,-4,207
CCC1CCCCN1CCCNC(=O)COc1cc(=O)n(C)c2ccccc12 (stereo unspecified),-3%,6,87,81,24%,12,144,-12,144
CCCCC(CC)C1OCC(CN2CCCC2)O1 (stereo unspecified),-14%,.,.,.,4%,16,119,-16,119
CN1CCN(c2ccccc2NC(=O)c2cc(Br)ccc2Cl)CC1,-40%,2,85,83,6%,20,138,-20,138
CCCOc1cc(C)c(S(=O)(=O)n2nnc3ccccc32)cc1C,-2%,-2,92,94,5%,-7,133,7,133
Cn1c(=O)c2c(nc(CN3CCC(C(N)=O)CC3)n2CCc2ccccc2)n(C)c1=O,-12%,10,96,86,-6%,-9,172,8,172
CC(C)c1ccc(Nc2ncccc2C#N)cc1,6%,.,.,.,12%,-2,181,2,181
CCCCCCNC(=O)CC(c1ccccc1)c1cc(Br)ccc1O (stereo unspecified),.,-10,47,57,.,8,155,-8,155
O=C(CCCCCn1c(=O)[nH]c2ccccc2c1=O)N1CCN(Cc2ccc3c(c2)OCO3)CC1,-45%,-4,87,90,13%,-2,197,2,197
COc1ccccc1C(=O)Nn1c(C2CCC2)nc2ccccc2c1=O,-19%,-8,87,95,4%,-7,189,6,189
CCC1Oc2ccccc2N(CC(=O)NCCCN2CCC(C)CC2)C1=O (stereo unspecified),-60%,14,97,83,-9%,.,.,.,.
COC(=O)c1sccc1NC(=O)c1ccc(OC)c(OC)c1,10%,4,64,59,-1%,-3,159,3,159

# Some entries already given, reduced to IL1B NFkB inh cell count 2 µM, MRP reversal and MRP reversal cytotoxicity.
SMILES,IL1B NFkB inh cell count 2 µM,MRP reversal,MRP reversal cytotoxicity
CSc1nc2ccccc2n1CC(=O)Nc1ccccc1,155,10,84
Cc1ccc(-c2noc(CNCCCN(C)C)n2)cc1,75,.,.
CCC(=O)OCCn1c(=O)c2cc3c(=O)n(CCOC(=O)CC)c(=O)c3cc2c1=O,129,6,102
CC1(C)SC2c3ccccc3C(=O)N2[C@@H]1C(=O)NCc1ccco1 (stereo partly specified),97,19,106

# Full records, looked up by structure. Screens in order: PLAP inhibition, MRP reversal, MRP reversal cytotoxicity, MRP reversal with doxorubicin, Bcl-B TR3 displacers, NFkB transloc pot, NFkB transloc pot cell count 2 µM, IL1B NFkB inh, IL1B NFkB inh cell count 2 µM
# O=C(NNC(=S)Nc1cccc2ccccc12)c1cccc(Br)c1 is listed as -64%, 17, 60, 43, -2%, 21, 169, -21, 169
# N#CC(C(=O)NCc1ccco1)c1nc2ccccc2nc1N1CCOCC1 (stereo unspecified) is listed as -43%, -21, 61, 82, 98%, 4, 207, -4, 207
# CCC1CCCCN1CCCNC(=O)COc1cc(=O)n(C)c2ccccc12 (stereo unspecified) is listed as -3%, 6, 87, 81, 24%, 12, 144, -12, 144

# Screening results (PubChem BioAssay)
